Y pestis TopoI – Y. pestis Topo-I inhibition via cleavage products. Y. pestis Topo-I cleavage product accumulation, plate reader. activity, % at 10 µM. 360,000 tested, 0.064% active; in the data active = activity above about 50%, passing the limit was not always enough; also: inactives centre near 2
Anthrax LF prot – inhibitors of Bacillus anthracis lethal factor protease | multiplex microsphere protease cleavage assay, LF | inhibition, % at 10 µM | 360,000 tested, 0.12% active; in the data active = inhibition above about 30%; also: plate controls were buffer without enzyme for full effect and enzyme alone for no effect
VHR inh abs – DUSP3 (human) phosphatase inhibition; recombinant VHR phosphatase, pNPP absorbance; inhibition, % at 13.3 µM; 290,000 tested, 0.52% active; AID 1654; in the data active = inhibition above about 50%; also: some compounds called inactive have numbers as strong as hits
Target sequence (P51452 whole entry, looked up): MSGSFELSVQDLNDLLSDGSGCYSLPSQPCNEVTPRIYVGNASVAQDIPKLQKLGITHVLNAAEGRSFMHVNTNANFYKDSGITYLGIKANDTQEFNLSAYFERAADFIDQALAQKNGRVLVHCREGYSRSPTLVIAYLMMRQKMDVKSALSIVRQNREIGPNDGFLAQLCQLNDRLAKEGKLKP
TcdB GH inh – TcdB glycohydrolase inhibition. 350,000 tested, 0.24% active. inhibition, % at 9.99 µM. P18177. TcdB glycohydrolase enzymatic assay, plate reader; in the data active = inhibition above about 10%
3CLpro inhibitor – SARS-CoV 3CLpro protease inhibition; P0C6X7; recombinant SARS-CoV 3CLpro, quenched FRET peptide cleavage; inhibition, % at 6 µM; 290,000 tested, 0.14% active; AID 1706; in the data active = inhibition above about 12%
PriA SSB inh – inhibitors of Klebsiella pneumoniae PriA binding to SSB C-terminal tail. AlphaScreen SSBct-PriA binding, biotinylated peptide. inhibition, % at 33 µM. 430,000 tested, 0.6% active; in the data active = inhibition mostly above about 37%, no sharp cut-off; inactive = mostly below about 20%;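 also: plate controls were negative control peptide for no effect and reference peptide for full effect; strong numbers were not always called active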
Rv3671c inh – inhibits the M. tuberculosis serine protease Rv3671c. inhibition, % at 5.96 µM. P9WHR9. 320,000 tested, 0.048% active. AID 2606; in the data active = inhibition above about 38%;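 also: extracellular domain of Rv3671c used as enzyme; 0% = enzyme with DMSO and 100% = no enzyme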
Target sequence (P9WHR9 whole entry, looked up, the tested form may be a part): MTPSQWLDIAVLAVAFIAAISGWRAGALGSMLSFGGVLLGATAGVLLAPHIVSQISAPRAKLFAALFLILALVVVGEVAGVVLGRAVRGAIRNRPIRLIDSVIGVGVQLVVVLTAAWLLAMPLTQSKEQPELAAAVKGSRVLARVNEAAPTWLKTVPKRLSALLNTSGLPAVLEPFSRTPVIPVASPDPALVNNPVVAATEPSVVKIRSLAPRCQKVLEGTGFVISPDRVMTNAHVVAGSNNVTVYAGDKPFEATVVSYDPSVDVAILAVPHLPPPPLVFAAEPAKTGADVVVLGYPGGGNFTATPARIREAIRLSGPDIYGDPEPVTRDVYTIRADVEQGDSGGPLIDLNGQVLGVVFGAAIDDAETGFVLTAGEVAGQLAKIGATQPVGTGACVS
BH1578 lux ind – quorum light induction in luxS cqsA deficient V. cholerae. V. cholerae BH1578 lux reporter, luminescence, 6 h. activation, % at 18.7 µM. 350,000 tested, 0.16% active. AID 588436; in the data active = activation mostly above about 9.7%, no sharp cut-off; also: not every result past the cut was called active; inactives centre near 0; reference of the scale not given here
MazF activator – MazEF (E. coli) toxin RNase activation. FAM/BHQ RNA-DNA oligo cleavage fluorescence, 5 h. activation, % at 20 µM. 350,000 tested, 0.32% active. AID 504720; in the data active = activation above about 50%
Target sequence (P0AE70 whole entry, looked up): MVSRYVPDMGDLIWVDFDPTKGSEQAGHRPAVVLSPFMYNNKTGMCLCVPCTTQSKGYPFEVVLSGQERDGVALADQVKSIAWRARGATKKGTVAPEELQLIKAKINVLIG
PfHsp40 rescue – compounds rescuing yeast from Plasmodium falciparum HSP40 toxicity. AID 504582. 340,000 tested, 0.68% active. S. cerevisiae expressing PfHsp40, growth rescue, ATP luminescence. growth rescue, % at 12.5 µM; in the data active = growth rescue above about 28%, passing the limit was not always enough;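 also: yeast W303a lacking pdr1 and pdr3 grown in galactose medium; growth measured after three days at 30 °C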
* hit, by the source's call; i = inactive; x = not tested or not shown; & = joins results of further samples. Some of the compounds tested; count on the stated rates, not on these rows.

Each structure is followed by: Y pestis TopoI, Anthrax LF prot, VHR inh abs, TcdB GH inh, 3CLpro inhibitor, PriA SSB inh, Rv3671c inh, BH1578 lux ind, MazF activator, PfHsp40 rescue
- C(=N\Nc1ccc2nncn2n1)/c1ccccn1
    3, -28, 32, 1.4, -2, i, 6, 0.4, 4, -0.9
- O=C(COC(=O)Cn1nnc2ccccc21)NC1CCCC1
    1, -1, 31, 0.0, 2, -6, 3, -0.6, -1, -1.1
- Cc1oc(-c2ccccc2F)nc1CN1CCC(C(=O)NCc2ccco2)CC1
    1, 2, 15, x, -6, 6, -4, -2.9, -8, -1.0
- Cc1ccc(S(=O)(=O)N2CCN(CC(=O)N/N=C\c3ccncc3)CC2)cc1
    3, -4, -4, -1.1, -5, x, -3, 0.6, 3, 0.6
- COc1ccc(CN2C(=NC(=O)CCc3ccccc3)SC3CS(=O)(=O)CC32)cc1 (stereo not given)
    2, 4, 2, 1.7, 2, 4, -4, -0.1, -16, -0.7
- Cc1ccc(NC(=O)c2ccc3nccnc3c2)c(C)c1
    4, -3, 1, 1.6, 3, -4, 3, -0.3, 5, -0.3
- S=c1[nH]nc(-c2ccncc2)n1/N=C/c1ccccc1
    -12, 0, 17, x, 1, x, -1, -0.2, -3, 1.0
- CCOC(=O)C1CCN(C(=O)c2ccccc2Oc2ccccc2)CC1
    17, 2, 4, x, -1, -5, 5, i, -3, 0.7
- Cc1ccc(S(=O)(=O)N2C[C@@H](C)[C@]3(C2)[C@H](O)[C@H](OC(=O)NCc2ccccc2F)C[C@H]2C(=O)N(c4ccccc4)C(=O)[C@H]23)cc1
    2, -6, x, 1.3, x, x, x, -0.5, -4, x
- C[C@@H]1CN([C@@H](C)CO)C(=O)c2cc(Br)cnc2O[C@H]1CN(C)C(=O)Nc1ccccc1
    2, -3, x, 1.0&-0.5&-0.2, x, x, x, i, -8, x
- Cc1cc(CN(C)C(=O)CCc2nnc(Cc3cccc(C(F)(F)F)c3)o2)on1
    4, -1, 40, -0.7, -8, -18, 8, i, 7, -0.5
- CN1C(=O)C(C(=O)NC(C)(C)C)C2c3ccccc3OC13CCCCC23 (stereo not given)
    -7, -5, 19, x, 2, -10, 4, 0.1, -1, 0.1
- Cc1oc2cc(OCc3cnn(-c4ccccc4)c3)ccc2c(=O)c1Oc1ccccc1F
    30, -1, -8, 0.8, 2, -8, -5, i, -13, -0.5
- O=C(OCc1cnc(Cl)s1)c1ccc(Cl)cc1
    3, -3, -1, x, -6, -47, 1, 0.1, 1, -0.6
- COc1ccc(NC(=O)N2c3ccccc3CC2C)cc1OC (stereo not given)
    -3, -10, 10, x, 2, -5, 3, x, -6, -0.7
- Cc1cnc(C(=O)OCC(=O)c2ccc(Cl)cc2)cn1
    -7, 2, 15, 1.2, 1, 4, -6, 0.7, 3, 0.0
- Cc1cccc(C)c1NC(=S)N(Cc1cccs1)C1CCCC1
    5, 1, 0, 8.4, -1, -7, 3, i, 2, 1.5
- CSc1cccc(NC(=O)NCc2cccc(CNC(=O)Nc3cccc(SC)c3)c2)c1
    -6, -2, 26, 0.7, -1, 5, -62, -0.8, -2, -0.5
- O=C(Nc1cc(S(=O)(=O)N2CCCCC2)ccc1Cl)C1COc2ccccc2O1 (stereo not given)
    18, -6, x, 1.3, x, -4, 0, i, -11, 1.7
- Cc1nc(SCC(=O)Nc2c(C)n(C)n(-c3ccccc3)c2=O)c(C#N)c(C)c1C
    -5, 2, x, 0.3, x, -2, 1, -3.1, 0, 0.0

A few values from the entries so far:
In PriA SSB inh, `Cc1cc(CN(C)C(=O)CCc2nnc(Cc3cccc(C(F)(F)F)c3)o2)on1` reads -18
In 3CLpro inhibitor, `CSc1cccc(NC(=O)NCc2cccc(CNC(=O)Nc3cccc(SC)c3)c2)c1` reads -1

Next section:
Each structure is followed by: Y pestis TopoI, Anthrax LF prot, VHR inh abs, TcdB GH inh, 3CLpro inhibitor, PriA SSB inh, Rv3671c inh, BH1578 lux ind, MazF activator, PfHsp40 rescue
- COC(=O)C[C@@H]1C[C@H]2c3cc(NC(=O)CC4CC4)ccc3O[C@H]2[C@@H](CO)O1
    12, -2, x, 2.0&3.0, x, x, x, -0.4, 7, x
- CCOC(=O)C(=O)Nc1ccc2c(c1)OCO2
    -2, -7, 7, x, 0, 4, 7, -5.9, -2, 0.6
- O=C(C1CCN(S(=O)(=O)Cc2ccccc2)CC1)N1CCCc2ccccc21
    3, -3, 10, x, -8, -3, 3, i, -8, 0.2
- CC1(C)c2ccccc2-n2c1cc1oc(=O)cc(O)c1c2=O
    6, x, 25, 1.5, 2, -4, -4, -0.2, 6, 60*
- Nc1ncnc2c1ncn2[C@H]1CC[C@@H](CO)O1
    1, 4, x, -0.8, x, 1, -4, -0.1, 4, -0.8
- CC(C)c1ccc(CNC(=O)CSCC(=O)Nc2ccc3ccccc3c2)cc1
    9, -1, 10, x, 0, -19, 3, -0.4, 6, -0.6
- O=C1C(c2ccncc2)=C(O)c2ccccc21
    -4, -4, -9, x, -2, 2, -12, i, 10, -2.1
- O=C(O)c1ccc(S(=O)(=O)N2CCN(c3ccccn3)CC2)cc1
    3, -6, 9, -1.8, -1, -10, -2, i, 8, 0.3
- Cc1ccc(C)c(NC(=O)c2cnn3ccccc23)c1
    5, 2, 29, 0.5, 0, -13, -6, -0.3, 1, 1.2
- CSCC(=O)NC1CCCc2c1cnn2-c1cc(F)cc(F)c1 (stereo not given)
    2, 1, -2, -5.1, 2, -16, x, -0.7, 1, -1.2
- C[C@H](NC(=O)CCn1nnc2ccccc2c1=O)C(=O)O
    -2, x, 2, 0.0, 0, 3, -3, -0.2, 0, 0.9
- Cc1nc(NC(=O)COC(=O)CCS(=O)(=O)c2ccccc2Cl)c(Cl)cc1Cl
    21, 2, -9, x, -2, -7, 4, -2.7, -8, -0.2
- Cc1cc2c(c(/C=C/C(=O)c3ccccc3)c1)OC1(C=C2)Oc2ccccc2C(=O)N1C (stereo not given)
    -1, 0, 15, 1.5, 4, -23, 8, -0.2, -3, x
- Cc1ccc(C(=O)N(Cc2sccc2C)C2CCS(=O)(=O)C2)cc1 (stereo not given)
    4, -1, -2, 1.4, 2, -3, -5, -0.2, -12, -0.3
- Cc1ccc(S(=O)(=O)N2CCCC(C(=O)Nc3cccnc3)C2)cc1 (stereo not given)
    0, 10, 16, x, -3, -11, 6, -0.7, 0, 24
- CCn1c(COc2ccccc2C)nnc1SCC(=O)OC
    6, -5, -5, x, 4, -11, -2, -0.5, 4, -0.9
- O=C(CSc1ncn[nH]1)OCN1C(=O)c2ccccc2C1=O
    7, -1, -12, x, -1, -33, -4, i, 7, 1.8
- COc1ccc(C(CNC(=O)Cc2ccc3ccccc3c2)N(C)C)cc1 (stereo not given)
    7, 12, 24, -0.1, -2, -5, -2, i, 10, 0.2
- O=C(CSc1ncccn1)Nc1cc(Cl)ccc1[N+](=O)[O-]
    3, -4, 0, 1.5, 0, 19, -10, x, 13, -0.3
- CCOC(=O)c1ccc(NC(=O)/C=C/c2cccs2)cc1
    1, -1, 5, 0.2, -4, -8, -14, 0.2, 11, 164*
- CC(C(=O)Nc1cccc([N+](=O)[O-])c1)N(c1ccccc1)S(C)(=O)=O (stereo not given)
    -2, -1, 19, 3.0, 1, 2, 6, -0.3, -2, 8.5
- C[C@H]1CN([C@@H](C)CO)S(=O)(=O)c2ccc(Br)cc2O[C@H]1CN(C)C(=O)c1cccnc1
    -2, -5, x, 1.0&1.7, x, x, x, -0.4, 7, x
- Cc1ccc(S(=O)(=O)CCc2nnc(NC(=O)c3cnccn3)s2)cc1
    -2, -2, -13, x, 0, 5, 5, -0.1, -5, -0.6
- CCOCCCNS(=O)(=O)c1cc2[nH]c3c(c2cc1C)C(=O)CC(C)(C)C3
    0, 7, -15, 0.6, -1, -14, -5, 0.0, 2, -0.2
- O=C(C1=COCCO1)N1CCN(C(c2ccccc2)c2ccccc2)CC1
    5, -2, -4, x, 3, -15, 5, i, -2, -0.2
- Cc1ccccc1C(=O)c1c[nH]c(C(=O)NCC2CCCO2)c1 (stereo not given)
    -1, 0, 27, x, -8, -20, 2, -0.1, 8, -1.7
- Cc1cc2ccccc2n2c(SCC(=O)N3CCc4ccccc4C3)nnc12
    25, -1, -10, x, 0, -13, 1, x, 3, -2.2
- COCCCNC(=O)CS(=O)(=O)Cc1nc(-c2cccc(OC)c2)oc1C
    1, 1, 33, x, 0, -7, 0, -11, 7, 2.0
- Cc1ccc(CNC(=O)Nc2ccc(F)cc2F)n1C
    4, -9, 17, -0.9, 1, 0, x, -0.1, -3, 0.5
- COc1ccc(-c2csc(NC3OC(=O)c4ccccc43)n2)cc1 (stereo not given)
    -4, -10, 22, -0.5, -1, 1, 2, -0.7, 2, -0.4
- Cc1onc(-c2ccccc2)c1C(=O)Nc1ccncc1
    -5, 6, -16, x, -3, -10, 0, -0.1, 7, -1.1
- CC1=C(c2ccccc2)SC2=NCCN21
    3, -2, -7, 7.2, 1, -7, x, i, -13, -1.1
- CCCCC(=O)N(Cc1ccc(F)cc1)C1CCS(=O)(=O)C1 (stereo not given)
    11, -3, -4, 1.4, -1, -6, 6, i, 7, -0.1
- COc1ccc(OC)c(C2CC(=O)N3CN(c4cccc(Cl)c4C)CSC3=C2C#N)c1 (stereo not given)
    2, 4, 15, 1.7, -7, -4, 3, -0.1, -2, -0.2
- COc1ccccc1C(=O)OCC(=O)Nc1cc(S(=O)(=O)N2CCOCC2)ccc1N1CCCC1
    0, 0, 22, x, 4, -9, 4, -0.4, 0, 0.8
- Cc1[nH]c(=O)[nH]c(=O)c1S(=O)(=O)N1CCCC(C(=O)NCc2ccccc2Cl)C1 (stereo not given)
    -11, -2, -8, x, 4, -6, -4, -0.2, 9, -1.2

Part of the list above, with tabs.
SMILES	Y pestis TopoI	Anthrax LF prot	VHR inh abs	TcdB GH inh	3CLpro inhibitor	PriA SSB inh	Rv3671c inh	BH1578 lux ind	MazF activator	PfHsp40 rescue
COc1ccc(-c2csc(NC3OC(=O)c4ccccc43)n2)cc1 (stereo not given)	-4	-10	22	-0.5	-1	1	2	-0.7	2	-0.4
Cc1onc(-c2ccccc2)c1C(=O)Nc1ccncc1	-5	6	-16	x	-3	-10	0	-0.1	7	-1.1
CC1=C(c2ccccc2)SC2=NCCN21	3	-2	-7	7.2	1	-7	x	i	-13	-1.1
CCCCC(=O)N(Cc1ccc(F)cc1)C1CCS(=O)(=O)C1 (stereo not given)	11	-3	-4	1.4	-1	-6	6	i	7	-0.1
COc1ccc(OC)c(C2CC(=O)N3CN(c4cccc(Cl)c4C)CSC3=C2C#N)c1 (stereo not given)	2	4	15	1.7	-7	-4	3	-0.1	-2	-0.2
COc1ccccc1C(=O)OCC(=O)Nc1cc(S(=O)(=O)N2CCOCC2)ccc1N1CCCC1	0	0	22	x	4	-9	4	-0.4	0	0.8

Bioassay records: PubChem BioAssay, several laboratories
